AmpC detergent – blocks E. coli AmpC beta-lactamase in detergent assay | AmpC hydrolysis of nitrocefin, absorbance 480 nm, 0.01% Triton | Potency, µM (top dose mostly 114 µM), inactives show at the top dose activity change, negative = inhibition, most hits filed as inhibitors | 370,000 compounds, 0.041% hits | AID 485294;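 further: potency means the concentration at half of the fitted maximal effect; 0% = no-compound wells and -100% = no-enzyme wells; nearly all actives have a fitted effect of over 25% in size; some results filed as inactive show a strong effect at the top dose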
Target sequence (P00811 whole entry, looked up): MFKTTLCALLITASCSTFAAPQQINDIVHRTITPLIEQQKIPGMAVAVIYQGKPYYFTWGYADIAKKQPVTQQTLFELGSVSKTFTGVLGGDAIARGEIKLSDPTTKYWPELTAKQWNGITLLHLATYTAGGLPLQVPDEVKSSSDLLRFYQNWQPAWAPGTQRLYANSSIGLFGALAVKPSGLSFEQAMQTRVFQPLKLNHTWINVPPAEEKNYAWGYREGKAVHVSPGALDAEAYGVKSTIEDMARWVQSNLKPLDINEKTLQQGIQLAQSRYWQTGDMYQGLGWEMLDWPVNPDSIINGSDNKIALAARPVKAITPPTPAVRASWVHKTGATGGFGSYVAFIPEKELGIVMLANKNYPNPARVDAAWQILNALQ
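20 mM phosphate pH 7.0 + 0.01% (detergent screen) or 0.0001% Triton X-100; 5.3 nM AmpC reagent; cpd preinc 15 min RT; nitrocefin (800 uM stock) to start; A480 q20 s × 4 min; Activity was normalised to no-enzyme and no-compound control wells.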
AMA1-RON2 inh – AMA1-RON2 (P. falciparum) interaction inhibition | Potency, µM (top dose mostly 58.2 µM), for the others: at the top dose activity change, negative = inhibition, usual class: inhibitors | 360,000 compounds, 0.2% hits | AlphaScreen AMA1-biotinylated RON2 peptide binding;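 further: potency means the concentration at half of the fitted maximal effect; 0% = vehicle wells and -100% = peptide control; nearly all actives have a fitted effect of over 45% in size; some results filed as inactive show a strong effect at the top dose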
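AMA1 (3D7) with his tag at 25 nM final met compounds first, then biotinylated RON2 peptide at 25 nM; detection used donor plus acceptor beads, 10 µg/mL apiece, read by AlphaScreen after 30 min at room temperature.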
Sm TGR block – inhibitors of Schistosoma mansoni thioredoxin glutathione reductase; Potency, µM (top dose mostly 114 µM), inactives show at the top dose activity change, negative = inhibition, most hits filed as inhibitors; purified TGR, DTNB reduction, TNB absorbance 405 nm; 360,000 compounds, 3% hits; Q962Y6; further: potency means the concentration at half of the fitted maximal effect; nearly all actives have a fitted effect of over 60% in size
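Kinetic colorimetric format: TGR-catalysed, NADPH-driven DTNB reduction monitored via TNB absorbance. Enzyme dispensed at 20 nM; compound exposure 15 min at room temperature before reaction start.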
Giardia FBPA inh – blocks Giardia fructose-bisphosphate aldolase activity; 290,000 compounds, 0.71% hits; A8B2U2; Potency, µM (doses to about 59.6 µM), without a hit: at the top dose activity, negative = inhibition, usual class: inhibitors; purified Giardia FBPA; further: potency means the concentration at half of the fitted maximal effect; nearly all actives have a fitted effect of over 55% in size
Target sequence (A8B2U2 whole entry, looked up): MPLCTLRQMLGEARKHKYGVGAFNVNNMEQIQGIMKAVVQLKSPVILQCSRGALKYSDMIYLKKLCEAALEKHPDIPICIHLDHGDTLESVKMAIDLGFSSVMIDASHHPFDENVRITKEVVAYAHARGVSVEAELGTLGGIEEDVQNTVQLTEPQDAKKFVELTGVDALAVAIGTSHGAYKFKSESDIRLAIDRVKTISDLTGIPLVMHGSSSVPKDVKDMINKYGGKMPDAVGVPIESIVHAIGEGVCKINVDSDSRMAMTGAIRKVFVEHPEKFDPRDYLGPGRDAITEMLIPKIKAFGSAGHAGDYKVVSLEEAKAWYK
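40 nM FBPA preincubated 10 min at RT with compound (up to 57.5 uM final), then substrate plus GAPDH/TPI/NAD/arsenate coupling and diaphorase/resazurin added. Fluorescence read after 20 min at RT, 525/598 nm.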
HCMV antiviral – inhibitors of human cytomegalovirus | HFF cells, HCMV-luciferase reporter, 72 h; active compounds read low | activity change, negative = inhibition, % at 57.5 µM | 410,000 compounds, 4.5% hits | AID 1259415; in the data active means activity change below about -60%; inconclusive means no clear call, values can overlap the other calls; inactive means above about -39%
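Inhibition of viral replication was scored as loss of reporter luminescence in HFFs infected with HCMV-luciferase (MOI 1 PFU/cell) for 72 h; compounds tested at 2 doses, normalized to buffer and Salinomycin controls.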
HCV inh – inhibitors of hepatitis C virus infection | Huh7.5.1 HCVcc-Cre infection, luciferase reporter, 44 h | Potency, µM (top dose mostly 41.8 µM), without a hit: at the highest dose activity change, negative = inhibition, usual class: inhibitors | 340,000 compounds, 3.4% hits | AID 651820; further: potency means the concentration at half of the fitted maximal effect
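A cell-based infection assay in which seeded cells (1,000 per well) receive test compound after 4 h, are inoculated with HCVcc-Cre at approximately 0.5 moi, and are incubated 44 h before luminescence detection.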
* = called active by the depositor; ? = inconclusive; nt = not tested or not shown; & = joins results of further samples; [ ] = another dose, or the depositor's remark. Unless noted, the call rests on the fitted dose curve; in most records, active means well fitted curve in the direction sought with a large enough effect; inconclusive means small, poorly fitted or top-dose-only effect, or another doubt; inactive means no such curve, though single readings can be large; an effect the other way counts as inactive or inconclusive. Unless noted, on the % scale 0 is the no-effect control and ±100 the full control effect.

SMILES | AmpC detergent | AMA1-RON2 inh | Sm TGR block | Giardia FBPA inh | HCMV antiviral | HCV inh
COc1ccc(C)cc1NC(=O)c1cccc(C(=O)Nc2cc(C)ccc2OC)n1 | 1% | 7% | -1% | 13% | -4 | -20%
COc1ccccc1C(=O)NCCc1csc(-c2ccc(C(F)(F)F)cc2)n1 | 10% | nt | 7% | nt | 7 | nt
COC(=O)CC1=NN(c2ccccc2)C(=O)C1 | -3% | 7% | 5% | ? | -11 | 23%
CC(C)(C)SCCNS(=O)(=O)c1ccccc1 | -8% | -5% | 0% | -3% | 16 | 3%
CCC(C)NC(=O)CCn1c(=O)c2cccn2c2ccc(F)cc21 (stereo not given) | -1% | 9% | 0% | 3% | -23 | ?
Cc1cc(Cl)c(S(=O)(=O)NCC2CCCO2)cc1OCC(=O)NC1CCCCC1 (stereo not given) | -15% | -2% | 5% | 3% | -93* | 12%
O=C(CC1SCCNC1=O)Nc1ccc(Cl)cc1 (stereo not given) | 3% | -16% | nt | -9% | 25 | -6%
CCOC(=O)c1sc(NC(=O)Cc2ccccc2OC)nc1C | 6% | 19% | -2% | 6% | 1 | ?
Cc1ccc(C(=O)NC(C)C2CCCO2)o1 (stereo not given) | 1% | -5% | 4% | nt | 1 | 17%
O=C(c1ccc(NS(=O)(=O)c2ccc(F)cc2)cc1)N1CCCCCC1 | ? | 8% | -8% | nt | -15 | 16%[8.37 µM]

Four entries already listed, arranged by SMILES length, high to low.
SMILES | AmpC detergent | AMA1-RON2 inh | Sm TGR block | Giardia FBPA inh | HCMV antiviral | HCV inh
COc1ccc(C)cc1NC(=O)c1cccc(C(=O)Nc2cc(C)ccc2OC)n1 | 1% | 7% | -1% | 13% | -4 | -20%
COC(=O)CC1=NN(c2ccccc2)C(=O)C1 | -3% | 7% | 5% | ? | -11 | 23%
O=C(CC1SCCNC1=O)Nc1ccc(Cl)cc1 (stereo not given) | 3% | -16% | nt | -9% | 25 | -6%
Cc1ccc(C(=O)NC(C)C2CCCO2)o1 (stereo not given) | 1% | -5% | 4% | nt | 1 | 17%

Other records.
SMILES | AmpC detergent | AMA1-RON2 inh | Sm TGR block | Giardia FBPA inh | HCMV antiviral | HCV inh
O=C1N/C(=N\S(=O)(=O)c2ccccc2)S/C1=C\c1cc([N+](=O)[O-])ccc1O | ? | -1% | -17% | 5% | 13 | 8%
Cc1nn(Cc2c(F)cccc2Cl)c(C)c1NC(=O)C1CC1 | ? | -18% | 4% | -2% | -12 | 8%
COc1ccc(C(=O)Nc2ccc(OCc3ccccc3)cc2)cc1[N+](=O)[O-] | ? | 2% | 3% | 2% | 10 | ?
CN(C(=O)CN1C(=O)S/C(=C\c2ccccc2F)C1=O)C1CCS(=O)(=O)C1 (stereo not given) | 0% | -2% | 1% | -3% | -19 | -3%
Cc1cc(C(=O)Nc2ccccc2C(=O)O)c(C)o1 | 6% | -12% | 3% | -12% | 17 | 6%
CCc1ccc(NC(=O)CN2C(=O)CCSc3ccccc32)cc1 | ? | nt | 7% | nt | 11 | nt
COCCCN(CC(=O)O)S(=O)(=O)c1cccc(Cl)c1 | 0% | -11% | 0% | 7% | 34 | 21%
COc1ccc(OCC(=O)N2CC3(C)CC2CC(C)(C)C3)cc1 (stereo not given) | -15% | -3% | -11% | 4% | -27 | 7%
Cc1ccc(C)c(Cn2c(C(C)NC(=O)c3ccccc3)nc3ccccc32)c1 (stereo not given) | 8% | nt | 0% | nt | -24 | nt
CC1CCCCN1CCCNC(=O)Cn1ncc2c3ccccc3n(Cc3ccccc3)c2c1=O (stereo not given) | 18% | nt | 0% | nt | -7 | nt

In another format: results already given.
canonical_smiles,AmpC detergent,AMA1-RON2 inh,Sm TGR block,Giardia FBPA inh,HCMV antiviral,HCV inh
COc1ccc(OCC(=O)N2CC3(C)CC2CC(C)(C)C3)cc1 (stereo not given),-15%,-3%,-11%,4%,-27,7%
Cc1ccc(C)c(Cn2c(C(C)NC(=O)c3ccccc3)nc3ccccc32)c1 (stereo not given),8%,nt,0%,nt,-24,nt

(listing goes on)
SMILES | AmpC detergent | AMA1-RON2 inh | Sm TGR block | Giardia FBPA inh | HCMV antiviral | HCV inh
CCC(C)(C)NC(=O)C(c1ccccn1)N(C(=O)c1csnn1)c1ccc(C)cc1 (stereo not given) | 2% | 1% | 0% | 3% | 5 | 0%
CCN(c1ccc(NC(=O)c2ccc(Cl)nc2)cc1)C(C)C | 4% | 0% | 0% | -9% | -31 | 15%
CS(=O)(=O)NCCCNc1ccc(C(F)(F)F)cc1[N+](=O)[O-] | 2% | -5% | -23% | 0% | 6 | 2%
O=C(c1ccc(S(=O)(=O)N2CCCCC2)cc1)N1CCCC(C(F)(F)F)C1 (stereo not given) | 0% | 9% | -3% | nt | -26 | -26%
O=C(NCc1ccc2c(c1)OCO2)c1ccc(Br)s1 | -1% | 0% | -1% | -1% | 0 | 7%
CCC1(C)CC(CCNS(=O)(=O)c2ccc(C)cc2)(c2ccc(C)cc2)CCO1 (stereo not given) | 1% | 12% | -14% | 0% | 3 | 3%
O=C(Nc1nccs1)c1cccnc1 | 4% | 11% | -1% | -5% | 15 | 17%
O=C(NCc1ccccc1)c1csc2c1CCCC2 | 3% | 2% | 2% | -2% | -39 | 2%
O=C(CN1CCN(CC(=O)Nc2ccccc2Cl)CC1)NCC1(N2CCCCC2)CCCCC1 | 3% | 2% | -2% | nt | -30 | 1%
Cc1nn(CC(=O)NCc2ccc(F)cc2)c2ccccc12 | 21% | nt | 1% | nt | 23 | nt
Cn1c(=NC(=O)C2CCCCC2)sc2cc([N+](=O)[O-])ccc21 | 2% | -4% | 0% | -3% | 6 | 0%
CSc1nc(C)cc(Oc2ccc(=O)[nH]n2)n1 | 2% | -5% | 0% | 0% | -4 | 8%
CC(C)C(=O)N1CCC(n2nccc2NC(=O)CCc2ccccc2)CC1 | -8% | 15% | 3% | 12% | -17 | 12%
Cc1cc(C)cc(NC(=O)CCS(=O)(=O)c2cc3c4c(c2)CCN4C(=O)CC3)c1 | 2% | nt | 9% | nt | 0 | nt
COc1ccc(NC(=O)CNC(=O)Cc2ccccc2)cc1OC | -10% | 12% | -1% | -5% | 1 | 7%
COc1ccc(-c2cnn3c(N)c(S(=O)(=O)C(C)(C)C)cnc23)cc1 | -2% | 52%[activator] | 0% | -12% | 11 | -4%
Cc1ccc(NC(=O)CS(=O)CC(=O)N2CCN(C3CCCC3)CC2)cc1 (stereo not given) | -6% | 17% | -10% | 13% | -19 | 10%
O=c1c2ccccc2oc2cc(C#Cc3ccccn3)ccc12 | nt | -5% | nt | nt | -28 | 21%
CC(C)(C)c1ccc(C(=O)Nn2cnnc2)cc1 | -5% | 11% | -15% | -6% | 43 | 22%
Nc1nc(NC(=O)c2ccco2)nn1-c1ccccc1 | -15% | 15% | -1% | -2% | 58 | -5%
CCN(CC)S(=O)(=O)c1cccc(C(=O)Nc2ccccc2C(=O)Nc2ccc(Cl)cc2)c1 | 9% | nt | 14% | nt | 7 | nt
COc1ccc2c(c1)c(C(=O)O)c(C)n2C(C)C | 4% | -8% | -3% | -3% | -12 | 1%
COc1cc(OC)cc(C(=O)Nc2ccc3nc(Nc4cccc(C(F)(F)F)c4)cc(C)c3c2)c1 | 3% | nt | 7% | nt | -93* | nt
Cc1cc(N/N=C/c2cccc(Cl)c2)nc(NCc2ccccc2)n1 | ? | -18% | -13% | 1% | -2 | 13µM*
O=C1OCCN1C(=O)[C@H]1[C@H](c2ccc([N+](=O)[O-])cc2)C(c2cccc(Cl)c2)=NN1c1ccccc1 | ? | -18% | -4% | -11%&-6% | -1 | ?
CCOC(=O)Cc1nnc(NC(=O)c2ncn[nH]2)s1 | 1% | 13% | 2% | ? | -11 | 12%
Cc1cccc(NC(=O)c2cc(=O)c3ccccc3o2)c1 | -4% | 5% | -7% | -4% | 31 | 6%
O=C(Nc1ccc2c(c1)OCCO2)C1CCCN(S(=O)(=O)c2cccs2)C1 (stereo not given) | 0% | -3% | 8% | -10% | nt | ?
Cc1ccc(C(=O)Nc2cccc(-c3cn4ccccc4n3)c2)cc1 | 4% | -6% | 2% | -13% | 42 | -19%
N#Cc1ccc(OCC(=O)N/N=C(\CCC(=O)O)c2cccs2)cc1 | -3% | 16% | -9% | 4% | -36 | 27%
Cc1[nH]nc(SCC(=O)NC2CCCC2)c1[N+](=O)[O-] | 1% | -14% | 1% | 1% | -6 | 8%
CCOC(=O)C(NC(C)=O)(N1CCOCC1)C(F)(F)F (stereo not given) | ? | nt | -3% | 0% | nt | nt
O=S(=O)(Nc1ccc(Cl)cn1)c1ccccc1 | 2% | -14% | 1%[57.1 µM] | 3% | -7 | -2%
CC(Oc1ccc(Cl)cc1Cl)C(=O)NC1=NN(c2ccccc2)C(=O)C1 (stereo not given) | 6% | 30% | -4% | 7% | -16 | -10%
CCCCN(C(=O)c1ccc2c(c1)OCO2)c1c(N)n(CCCC)c(=O)[nH]c1=O | ? | -1% | 6% | nt | nt | -6%
CCCn1c(N)c(N(CCOC)C(=O)c2cc(C)cc(C)c2)c(=O)[nH]c1=O | 6% | 7% | 11% | -4% | 10 | 8%
COc1ccc(NC(=O)C2CCCN(c3cnccn3)C2)cc1 (stereo not given) | 3% | -8% | 1% | nt | -20 | -7%
COc1ccccc1N1CCN(C(=O)c2ccc(Cn3c(=O)[nH]c4ccsc4c3=O)cc2)CC1 | 3% | -4% | 11% | 1% | -21 | -17%
Cc1cnc(C(=O)Nc2ccccc2F)cn1 | -9% | 18% | 0% | 7% | 4 | -12%
COC(=O)c1cccc(C23CC4(C2)[C@H](CN(Cc2ccc(C(F)(F)F)cc2)[C@@H]4c2ccccc2)C3c2ccccc2)c1 (stereo not given in full) | -7% | -9% | ? | 5%&6% | nt | -3%
O=C(/C=C\Nc1ccc(Cl)cn1)c1ccc(Br)cc1 | 0% | 15% | nt | 3% | 3 | -1%
Cc1ccc2[nH]c3c(=O)n(CCc4cnc[nH]4)cnc3c2c1 | -3% | 0% | -6% | -5% | 109 | 13%
COc1cccc(CN2CC(C(=O)NC3CCCCCC3)CCC2=O)c1 (stereo not given) | -6% | -7% | 0% | nt | -20 | 2%
CCOC(=O)c1c(C)n(C)c2ccc(OCC(O)Cn3nc(C)cc3C)cc12 (stereo not given) | 1% | -12% | ? | -5% | 2 | ?
CCN(CC)CC(O)c1ccc(C2CCCC2)cc1 (stereo not given) | ? | -3% | 0% | -10% | -19 | ?
Cc1cc(NC(=O)c2ccco2)sc1C | 6% | -9% | -23% | nt | -6 | ?
CCN(CC)S(=O)(=O)c1ccc(NC(=S)NC(=O)C2CCC2)cc1 | 4% | 1% | ? | -30% | -12 | -4%
CCCN(c1ccc(OCC)cc1)S(=O)(=O)c1ccc2c(c1)CCN2C(=O)CCC(=O)O | 2% | -4% | -1% | 14% | 14 | nt
C/C(N)=C(/C#N)C(=O)CSc1nnc(-c2ccc3c(c2)OCO3)o1 | -10% | -3% | -23% | 9% | 53 | -28%
CC(C)(C)NC(=O)C(c1ccc(F)cc1)N(CC1CCCO1)C(=O)CCC(=O)Nc1ccccn1 (stereo not given) | ? | -6% | -1% | 3% | ? | 17%
O=C(CC1Sc2ncnn2C1=O)Nc1ccc(Cl)cc1 (stereo not given) | 2% | 12% | 5.6µM* | ? | -19 | 3%
COc1ccccc1OP(=O)(O)Oc1ccccc1OC | ? | -1% | -2% | 9% | 64 | 4%

Compound activity as filed in PubChem.
